Bcl-B Bim block: inhibitors of Bim-Bcl-B interaction, human; inhibition, % at 10 µM; AID 951; bead-based flow cytometry, Bim peptide-Bcl-B binding; hit rate 0.073% among 190,000; Q9HD36;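 also: 0% = tracer peptide without compound and 100% = reference inhibitor peptide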
Bfl-1 Bim block: disrupts Bim binding to human Bfl-1 | Q16548 | Bead-based flow cytometry, Bim-Bfl-1 binding inhibition | inhibition, % at 10 µM | hit rate 0.12% among 190,000 | AID 1008;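 also: 0% = wells without compound plus tracer and 100% = blocker peptide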
RGS7-Gao reg: regulators of human RGS7-Galphao interaction; P09471; Multiplexed bead flow cytometry, RGS7-Galphao binding; actives lie on both sides; binding response (% of control), % at 10 µM; hit rate 0.35% among 220,000; in the data active = binding response below about 49% or above about 150%; inconclusive = no clear call, values can overlap the other calls; inactive = in between;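 also: fluorescent Galphao held in activated GDP-AlF4 state binding bead-coupled RGS7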
Target sequence (P09471 whole entry, looked up): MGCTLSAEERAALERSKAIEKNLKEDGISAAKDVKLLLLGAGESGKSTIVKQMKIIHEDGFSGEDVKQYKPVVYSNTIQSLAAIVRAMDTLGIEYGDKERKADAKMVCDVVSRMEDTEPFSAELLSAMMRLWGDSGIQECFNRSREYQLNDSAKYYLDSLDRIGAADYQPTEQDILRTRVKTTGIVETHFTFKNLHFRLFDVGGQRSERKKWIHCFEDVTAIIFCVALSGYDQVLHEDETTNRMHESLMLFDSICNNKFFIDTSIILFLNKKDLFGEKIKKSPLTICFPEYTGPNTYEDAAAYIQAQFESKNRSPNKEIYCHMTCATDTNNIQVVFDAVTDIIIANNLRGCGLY
Bcl-XL Bim block: human Bim-Bcl-XL interaction inhibition | Bim peptide-Bcl-XL binding, bead flow cytometry, fluorescence | inhibition, % at 10 µM | hit rate 0.04% among 190,000
Target sequence (Q07817 whole entry, looked up): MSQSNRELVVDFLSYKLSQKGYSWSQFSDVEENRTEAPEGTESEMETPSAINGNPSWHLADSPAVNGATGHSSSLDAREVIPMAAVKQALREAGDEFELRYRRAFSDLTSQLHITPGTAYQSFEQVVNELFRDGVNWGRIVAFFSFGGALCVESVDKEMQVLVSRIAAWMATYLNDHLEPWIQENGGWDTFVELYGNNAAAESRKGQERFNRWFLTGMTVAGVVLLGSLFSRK
RGS4-Gao reg: human RGS4-Galphao interaction regulation | Multiplexed bead flow cytometry, RGS4-Galphao binding; actives lie on both sides | binding response (% of control), % at 10 µM | hit rate 0.33% among 220,000 | AID 1415; in the data active = binding response below about 49% or above about 150%; inactive = in between;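 also: fluorescent Galphao activated with aluminum fluoride binding bead-coupled RGS4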
Bcl-2 Bim block: disrupts Bim peptide binding to human Bcl-2; inhibition, % at 10 µM; hit rate 0.06% among 190,000; Bead-based flow cytometry, Bim peptide-Bcl-2 binding; P10415; in the data active = inhibition above about 40%; inconclusive = no clear call, values can overlap the other calls;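 also: 0% = no compound wells with probe peptide and 100% = reference peptide inhibitor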
Target sequence (P10415 whole entry, looked up): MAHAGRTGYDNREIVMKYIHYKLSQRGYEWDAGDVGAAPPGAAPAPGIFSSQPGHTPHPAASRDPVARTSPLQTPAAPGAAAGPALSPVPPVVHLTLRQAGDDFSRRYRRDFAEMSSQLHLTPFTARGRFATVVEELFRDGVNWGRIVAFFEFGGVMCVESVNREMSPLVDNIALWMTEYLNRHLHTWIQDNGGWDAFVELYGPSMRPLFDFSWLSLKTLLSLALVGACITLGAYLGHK
ABCB1 inh: blocks JC-1 efflux by human ABCB1 transporter. inhibition, % at 6.6 µM. CCRF-Adr cells, flow cytometry. P08183. hit rate 0.067% among 190,000. AID 1326; in the data active = inhibition above about 40%;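 also: 0% = vehicle and 100% = reference inhibitor; higher value means more JC-1 retained so stronger ABCB1 efflux block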
RGS8-Gao reg: human RGS8-Galphao interaction regulation; multiplexed bead flow cytometry, RGS8-Galphao binding; actives lie on both sides; P09471; hit rate 0.34% among 220,000; response (percent of control binding), % at 10 µM; in the data active = response below about 60% or above about 140%; inactive = in between;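 also: Galphao activated as the GDP aluminium fluoride complex binding bead-coupled RGS8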
Bcl-W Bim block: human Bim-Bcl-W interaction inhibition; Q92843; bead-based flow cytometry, Bim peptide-Bcl-W binding; inhibition, % at 10 µM; hit rate 0.02% among 190,000;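 also: 0% = bound tracer without compound and 100% = peptide blocker; higher means less fluorescent Bim peptide bound to Bcl-W beads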
Target sequence (Q92843 whole entry, looked up): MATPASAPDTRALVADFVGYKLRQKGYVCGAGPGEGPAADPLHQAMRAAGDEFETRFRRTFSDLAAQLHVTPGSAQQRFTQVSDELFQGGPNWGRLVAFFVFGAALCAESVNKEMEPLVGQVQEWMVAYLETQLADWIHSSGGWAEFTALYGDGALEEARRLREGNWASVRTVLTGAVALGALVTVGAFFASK
GSH bead fluor: GSH bead compound fluorescence profile; GSH beads flow cytometry, compound fluorescence 488/530 nm; hits give high values; fluorescence (KMESF) at 10 µM; hit rate 0.25% among 190,000; AID 1776; in the data active = fluorescence above about 89;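 also: glutathione beads carrying GST-tagged Bcl family fusion proteins plus one bare bead set; values are compound well signal with DMSO vehicle wells as background; inactives centre near 16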
ABCG2 inh: inhibitors of human ABCG2 transporter, ABCB1 counter-screen. Q9UNQ0. IgMXP3 cells, JC-1 efflux, flow cytometry. inhibition, % at 6.6 µM. hit rate 0.1% among 190,000. AID 1325;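 active = inhibition above 80%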;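 also: 0% = DMSO and 100% = nicardipine control wells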
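Measure – % inhibition of efflux relative to nicardipine and DMSO · Test system – ABCG2 IgMXP3 and barcoded ABCB1 CCRF-Adr cell mix · Control set – nicardipine as high control, DMSO as low control · Compound – one concentration, 6.6 µM final · Signal – flow cytometry of retained JC-1 fluorescence · Timing – 10 min exposure at 25 °C with rotation, no wash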
* = called active by the depositor; ? = inconclusive; [ ] = remark or other dose. Rule as the data show it, unless noted: active = inhibition above about 40%. Not a hit list. Share with any hit: about 1.1%.

compound,Bcl-B Bim block,Bfl-1 Bim block,RGS7-Gao reg,Bcl-XL Bim block,RGS4-Gao reg,Bcl-2 Bim block,ABCB1 inh,RGS8-Gao reg,Bcl-W Bim block,GSH bead fluor,ABCG2 inh
Cc1ccc(C)c(NC2=CC(=O)CC(C)(C)C2)c1C#N,-1,-11,97,-5,102,-13,0.3,102,1,10,1
O=C(NCc1ccco1)C1CCN(S(=O)(=O)c2ccc(-n3cnnn3)cc2)CC1,-9,-11,94,-3,98,-5,0.9,99,2,25,2
CCCc1nc(SCC(=O)N2CCC(Cc3ccccc3)CC2)c2c(=O)n(C)c(=O)n(C)c2n1,1,4,97,0,98,11,1.8,93,0,22,1
Cc1ccccc1NC(=O)C12CC3CCC1(C)C3(C)CO2 (stereo not given),-3,-4,?,-2,102,-1,0.0,102,-2,16,-2
Cc1cccc(N=C2Sc3nc4c(C)c(C)ccc4cc3CN2CCN2CCOCC2)c1,11,15,99,19,101,13,1.2,95,14,28,22
CSCCC(NS(=O)(=O)c1ccc(Cl)cc1)C(=O)O (stereo not given),0,-5,107,1,103,1,0.3,101,0,35,1
COc1ccc(NC(=O)CS(=O)CC(=O)NCc2cccc(C(F)(F)F)c2)cc1 (stereo not given),0,1,96,-1,103,-2,0.7,100,0,5,3
Clc1ccc(N=c2ssnc2Cl)nc1,-17,19,121,-2,99,3,0.9,87,1,11,3
CCN1c2cccc3cccc(c23)S1(=O)=O,-5,-10,155*[activator],0,155*[activator],-7,-0.1,131,-3,32,0
COc1ccc(-c2[nH]c(-c3cccc(OC)c3)nc2SCC(=O)NCc2ccco2)cc1,-10,-2,100,-2,101,-7,1.1,99,0,22,1
N/C(=N\OC(=O)c1cccc2ccccc12)c1cccc([N+](=O)[O-])c1,-7,-10,100,-22,97,-8,0.4,98,-1,34,6
Cc1csc(SCC(=O)Nc2ccccc2[N+](=O)[O-])n1,-3,-4,104,-2,100,-1,1.0,101,-2,20,7
O=C(NC(=S)Nc1ccc(CN2CCCCC2)cc1)c1cccc(OCc2ccccc2)c1,-11,-5,104,-10,107,-3,0.5,103,-4,10,8
COc1ccc(NC(=O)CC2C(=O)N(C)C(=S)N2CCc2ccccc2F)cc1 (stereo not given),-5,-6,?,-4,100,-5,0.4,100,0,15,2
O=C(C1CCN(Cc2ccccc2)CC1)N1CCN(C/C=C/c2ccccc2)CC1,0,-2,102,-2,105,0,-0.2,106,-1,9,0
CCOC(=O)N1CCN(CCC(=O)Nc2cc(C)ccc2OC)CC1,-3,-4,91,-5,98,-3,0.0,101,0,8,1
O=C(c1ccccc1-n1cccn1)N1CCc2c([nH]c3ccccc23)C1c1ccccn1 (stereo not given),-3,-6,96,-2,99,-4,1.4,103,-2,17,8
CN1N=C(C(F)(F)F)CC1=O,-3,-5,100,-1,100,0,0.2,104,0,11,1
CCc1ccc(C(=O)NNC(=O)CCN2CCN(Cc3ccccc3)CC2)cc1,-3,-2,97,-1,101,-2,-0.1,99,-1,11,0
CCCCCC1CC(CC#CCN2CCOCC2)C(=O)O1 (stereo not given),-3,-14,99,-2,97,-5,0.2,99,5,19,13
CC(=O)c1c(C)[nH]c(C(=O)COC(=O)CCSc2ccccc2)c1C,-10,-10,108,-3,104,-4,0.6,104,-2,13,5
CCOC(=O)c1[nH]nc(C(=O)c2ccc(Br)cc2)c1O,-9,-11,101,1,102,-9,0.3,104,0,48,7
O=C(NCCc1c[nH]c2ccccc12)C1Cc2ccccc2CN1C(=O)c1ccco1 (stereo not given),-1,0,103,0,101,-3,0.3,103,0,12,0
COc1ccc(C(CC(=O)Nc2cc(OC)cc(OC)c2)n2cccc2)cc1 (stereo not given),-5,-14,103,-5,101,-6,2.1,101,-1,11,66
COc1ccc(CCNC(=O)COC(=O)Cc2cccc3ccccc23)cc1,-5,-2,101,-7,104,-10,22,103,-7,12,37
CCCCCCCCc1nc(=S)[nH][nH]1,-16,4,105,-9,102,0,-0.7,103,-3,16,-3
COCCN(CCOC)Cc1c(C)[nH]c2c(C)c(C)ccc2c1=O,-4,-16,100,0,101,-8,0.6,100,-4,36,19
CCOC(=O)C1CCN(C(=O)CCNC(=O)Cn2ccc3ccccc3c2=O)CC1,-7,-8,101,-3,98,-10,0.8,103,1,12,4
O=C(NCc1cccnc1)C(=O)Nc1ccc([N+](=O)[O-])cc1,0,-2,?,0,109,0,0.1,104,0,10,0
CCc1ccc(N2C(=O)CC(N3CCC(C(=O)OC)CC3)C2=O)cc1 (stereo not given),-1,-2,99,-1,101,-5,-0.1,96,-1,19,0
CN(Cc1ccon1)C(=O)CC1C(=O)NCCN1CC1CCCCC1 (stereo not given),-2,-5,99,0,101,-3,0.5,101,-1,16,1
O=C(CCn1nnc(-c2cccs2)n1)NCc1ccccc1Cl,3,3,99,4,106,0,0.4,103,1,10,2
CN(C)S(=O)(=O)N1CCN(c2ccccc2Cl)CC1,-8,-12,99,-3,99,-11,0.7,103,-2,9,3
Cc1nnc(C)n1N1C(=O)c2cccc3cccc(c23)C1=O,0,-4,99,-3,102,-1,0.0,99,0,54,1
CCn1c(Cc2ccccc2)nnc1SCC(=O)Nc1nc(C)c(C)s1,-11,-16,103,-14,101,-14,0.3,105,-7,26,5
CC(=O)Nc1ccc(S(=O)(=O)Oc2ccc(/C=C3\SC(N)=NC3=O)cc2)cc1,0,1,101,-1,101,0,0.2,104,0,15,-1
O=C(COc1ccccc1)Nc1nnc(-c2ccccc2)o1,-8,-10,99,-4,101,-8,0.1,99,-2,14,2
COC(=O)c1ccc(OC(=O)CCN2C(=O)C3CCCCC3C2=O)cc1 (stereo not given),13,5,101,11,98,0,0.3,101,12,16,1
COc1cc(CN2CC(C)CC(C)C2)cc([N+](=O)[O-])c1O (stereo not given),-5,3,101,-6,100,0,0.3,103,-5,9,12
CCOc1ccc(N(CC(=O)N2CCN(c3ccccc3)CC2)S(=O)(=O)c2c(C)noc2C)cc1,-10,-13,98,-5,102,-12,1.1,101,1,22,3
Cc1c(C(=O)Nc2ccc3c(c2)OCCO3)sc2nc(-c3ccccc3)cn12,-3,0,100,-4,99,-2,0.4,109,1,10,2
O=C(NCC1COc2ccccc2O1)c1ccc(Cl)cc1 (stereo not given),3,2,104,1,110,5,1.3,101,2,54,4
C=CCn1cnc2c(c1=O)c1nc3ccccc3nc1n2/N=C/c1cc(OC)c(OC)c(OC)c1,1,0,104,1,106,1,2.9,99,-1,11,6
O=C(CSc1n[nH]c(-c2ccccc2)n1)Nc1ccc(N2CCOCC2)cc1,-4,-3,98,0,95,0,-0.2,98,0,14,5
O=C(Nc1ccncc1)c1ccccc1-c1ccccc1,-2,-1,?,-3,104,3,0.3,101,2,17,1
O=C(NCCN1CCOCC1)C1CC(=O)N(c2ccc(F)c(Cl)c2)C1 (stereo not given),-9,-9,98,-5,99,-7,0.2,101,0,25,2
CCn1c(COc2cccc(C)c2)nnc1SCC(=O)Nc1cccc(C(=O)O)c1,1,2,107,1,104,2,0.5,100,2,20,1
Cc1ccc(Sc2ncnc(N)c2[N+](=O)[O-])cc1,-13,-16,102,-8,101,-7,0.1,98,-4,19,0
CC(=O)c1cn(CCC(C)C)c(=O)[nH]c1=O,-1,-2,99,-4,101,-1,1.1,100,-3,8,11
CCc1nnc(NC(=O)c2sc3nc4cc(C)ccc4cc3c2N)s1,-15,3,88,-4,91,3,0.8,100,-1,17,1
CCOC(=O)c1nnn(-c2nonc2N)c1CNc1ccccc1,-8,-11,104,0,105,-11,0.3,103,4,52,4
CCOC(=O)c1c(C)nc2cc(C)cc(C)n12,-1,-4,102,-1,102,-3,0.0,104,2,12,1
Cc1cccc(/C(N)=N/OC(=O)CCCN2C(=O)c3ccccc3C2=O)c1,-4,-8,99,0,99,-3,0.4,101,11,6,1
CCNC(=S)NNC(=O)Cn1nc(C)cc1C,-12,-17,94,-10,95,-14,0.4,97,-2,26,6
CCN(CC)C(=O)COc1ccc(Br)cc1Cl,-6,-12,101,-2,101,-5,0.7,99,1,30,4
CCN(CC)c1ccc(C(=O)c2ccccc2C(=O)O)c(O)c1,3,0,96,0,99,-6,0.4,101,-1,56,0
CC(C)CC(=O)NC(NC(=S)Nc1sc2c(c1C#N)CCCC2)C(Cl)(Cl)Cl (stereo not given),-2,-1,93,-3,94,0,-0.1,93,-2,13,0
CCn1c(=N)n(CCO)c2ccccc21,0,-15,99,-4,102,-8,0.8,101,0,23,4
CCOC(=O)C(NC(=O)NCc1ccccc1OC)(OCC)C(F)(F)F (stereo not given),-5,0,101,-6,101,-2,0.5,100,-2,10,2
O=C(Cn1ccc(C(F)(F)F)n1)Nc1cccc(S(=O)(=O)N2CCCCC2)c1,-3,-6,?,-3,101,-2,-0.4,100,-3,27,0

Exported with two lines to a compound: entries from further up.
Every second line gives: Bcl-B Bim block, Bfl-1 Bim block, RGS7-Gao reg, Bcl-XL Bim block, RGS4-Gao reg, Bcl-2 Bim block, ABCB1 inh, RGS8-Gao reg, Bcl-W Bim block, GSH bead fluor, ABCG2 inh
- Cc1ccc(C)c(NC2=CC(=O)CC(C)(C)C2)c1C#N
→ -1, -11, 97, -5, 102, -13, 0.3, 102, 1, 10, 1
- COC(=O)c1ccc(OC(=O)CCN2C(=O)C3CCCCC3C2=O)cc1 (stereo not given)
→ 13, 5, 101, 11, 98, 0, 0.3, 101, 12, 16, 1

Going on with the list.
compound,Bcl-B Bim block,Bfl-1 Bim block,RGS7-Gao reg,Bcl-XL Bim block,RGS4-Gao reg,Bcl-2 Bim block,ABCB1 inh,RGS8-Gao reg,Bcl-W Bim block,GSH bead fluor,ABCG2 inh
COC(=O)c1cn(CC(=O)NCc2cccs2)c2ccccc12,-3,0,99,0,101,-1,1.3,100,-2,22,4
CC(=O)Nc1ccc(C(=O)OCC(=O)Nc2ccccc2F)cc1,-4,-7,107,-2,98,-2,0.1,102,-2,13,10
CCOC(=O)c1c(C)[nH]c(C2=NNC(=Nc3ccccc3OC)SC2)c1C,-11,-13,97,-8,98,-4,0.5,100,-6,19,1
CCOC(=O)C1CCN(CC(O)COc2ccc(C(C)=O)cc2)CC1 (stereo not given),-10,-10,100,-8,99,-7,0.9,101,-3,14,4
CCCCOC(=O)/C=C/c1c(C)[nH]c(=O)[nH]c1=O,-6,-13,100,-5,101,-5,1.2,103,0,17,15
CCOc1ccc(-n2cc(C(=O)NCc3ccco3)c3cc(OC)c(OC)cc3c2=O)cc1,0,-2,103,-1,100,0,1.6,102,-1,25,6
CCOC(=O)c1c2ccc(OCC(=O)N/N=C/c3ccc(Cl)cc3)cc2n2ccccc12,-2,1,92,0,95,-2,0.7,99,0,12,0
O=C(O)c1cccc(N2C(=O)C3CC=CCC3C2=O)c1 (stereo not given),-5,0,107,-1,103,8,0.2,103,-4,15,0
Cc1cc2ncn(/N=C/c3ccc([N+](=O)[O-])o3)c2cc1C,-1,0,105,1,105,-1,-0.1,103,0,22,1

From PubChem BioAssay
